RXFP1 antag: blocks the human relaxin receptor RXFP1; 350,000 compounds, 0.59% hits; Q9HBX9; HEK293-RXFP1, relaxin-stimulated cAMP HTRF, 30 min; active compounds read low; activity change, negative = inhibition, % at 57.5 µM;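 active = activity change of -60% or lower, but not beyond a set lower limit; inconclusive = change between -60% and -40%, or beyond the set limit; inactive = change above -40%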; note: % is set by controls: 0 for no effect and ±100 for the full control effect
Target sequence (Q9HBX9 whole entry, looked up): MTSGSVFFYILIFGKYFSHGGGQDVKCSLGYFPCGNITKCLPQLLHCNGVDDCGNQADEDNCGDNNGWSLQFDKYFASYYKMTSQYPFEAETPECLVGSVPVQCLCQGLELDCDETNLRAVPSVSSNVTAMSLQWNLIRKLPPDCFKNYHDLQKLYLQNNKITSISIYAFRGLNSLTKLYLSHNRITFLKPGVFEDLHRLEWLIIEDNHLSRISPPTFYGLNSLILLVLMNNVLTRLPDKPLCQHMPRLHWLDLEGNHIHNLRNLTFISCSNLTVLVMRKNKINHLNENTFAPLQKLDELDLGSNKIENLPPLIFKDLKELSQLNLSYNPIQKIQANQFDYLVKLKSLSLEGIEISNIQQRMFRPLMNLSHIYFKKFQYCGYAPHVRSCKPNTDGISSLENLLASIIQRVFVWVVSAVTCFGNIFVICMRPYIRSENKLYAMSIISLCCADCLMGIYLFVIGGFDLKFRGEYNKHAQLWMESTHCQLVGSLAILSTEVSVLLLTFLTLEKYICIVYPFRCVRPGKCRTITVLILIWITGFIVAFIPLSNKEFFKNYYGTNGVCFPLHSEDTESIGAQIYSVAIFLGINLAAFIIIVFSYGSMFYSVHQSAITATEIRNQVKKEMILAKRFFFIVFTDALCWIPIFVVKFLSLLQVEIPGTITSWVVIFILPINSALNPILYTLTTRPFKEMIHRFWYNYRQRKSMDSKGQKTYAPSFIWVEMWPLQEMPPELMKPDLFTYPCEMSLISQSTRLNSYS
D2 antagonist: D2 dopamine receptor (human) antagonism | AID 485344 | HEK293 TREx D2 cells, calcium flux, dopamine EC80 | P14416 | 340,000 compounds, 2% hits | inhibition, % at 10 µM; in the data active = inhibition above about 30%; note: 0% is about no effect
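In this primary screen, negative modulation is detected by tracking calcium flux after an EC80 dopamine challenge in inducible HEK293 T-REx D2 cells preexposed to test compound for 180 s.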
D2 ag: D2 dopamine receptor (human) agonism. P14416. HEK293 T-REx D2 cells, calcium flux agonist mode. activation, % at 2 µM. 340,000 compounds, 0.53% hits. AID 485358;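 active = activation over 3 SD above normal in the single-dose calcium agonist read, cut at about 30% in these data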; note: 0% is about no effect
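In this primary screen, compounds producing a positive calcium signal within 180 s of addition to tetracycline-induced, force-coupled HEK293 Trex D2 cells are flagged; cells are dye-loaded with a no-wash calcium kit beforehand.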
D1 antag: blocks dopamine activation of the human D1 receptor. 360,000 compounds, 3.2% hits. activity change, negative = inhibition, % at 10 µM. HEK293 TREx D1 cells, calcium flux, dopamine EC80; active compounds read low. AID 504652; in the data active = activity change below about -30%; note: % is set by controls: 0 for no effect and ±100 for the full control effect
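After overnight tetracycline induction at 30 C, force-coupled D1 HEK293 cells took up a no-wash calcium dye at room temperature. Compounds were added and monitored 180 s, and the response to EC80 dopamine was then recorded.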
TRHR PAM: TRH receptor (human) allosteric enhancement. TRHR cells, fluo-8 calcium fluorescence, EC20 TRH enhancement. enhancement, % at 2 µM. 360,000 compounds, 0.66% hits. AID 493056; in the data active = enhancement above about 30%; note: 0% is about no effect
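TRHR-expressing cells loaded with fluo-8 calcium dye were read kinetically (ex 480/em 530) during compound addition, then stimulated with an EC20 of TRH (10 nM final). Enhancement of the Gq-mediated intracellular calcium response was scored.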
D1 agonist: activates the human D1 dopamine receptor; activation, % at 2 µM; AID 504660; 360,000 compounds, 1% hits; HEK293 T-REx D1 cells, calcium flux, agonist mode; P21728; in the data active = activation above about 30%; note: 0% is about no effect
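Agonism was scored from calcium flux recorded over 180 s (1 read/s) after pintool compound addition, following a 10-cycle baseline. Cells were inducible force-coupled HEK293 TREx D1, plated overnight at 30 C and loaded with no-wash calcium dye.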
RXFP1 agonist: activates the human relaxin receptor RXFP1; Q9HBX9; HEK293T-RXFP1 cAMP TR-FRET, 30 min; response scale: percent of porcine relaxin response, buffer zero; Potency, µM (top dose mostly 57.5 µM), without a hit: at the top dose activation, most hits filed as activators; 370,000 compounds, 0.3% hits; active = well fitted activation curve with a large enough effect; inconclusive = small, poorly fitted or top-dose-only effect; note: potency is the fitted concentration of half-maximal effect; % is set by controls: 0 for no effect and ±100 for the full control effect; nearly all actives have a fitted effect of over 60% in size; many of its hits are not listed in these tables
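Agonist response is measured as cAMP accumulation in an RXFP1-transfected HEK293T line under PDE4 inhibition. Values are scaled between buffer-only and 29 nM porcine relaxin, and EC50s come from standard Hill equation fits.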
D2 potentiator: positive allosteric modulators of human D2 dopamine receptor. P14416. HEK293 T-REx D2, calcium flux, EC20 dopamine potentiation. potentiation, % at 10 µM. 340,000 compounds, 0.34% hits. AID 485347;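 active = potentiation over 3 SD above the plate norm, cut at about 30% in these data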; note: 0% is about no effect
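Primary screen. Calcium kinetics in induced HEK293 T-REx D2 cells: compound pre-addition 180 s, EC20 dopamine, 180 s more.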
D1 potentiator: potentiators of human D1 dopamine receptor; P21728; HEK293 TREx D1 cells, calcium flux, dopamine EC20 potentiation; potentiation, % at 10 µM; 360,000 compounds, 0.036% hits; in the data active = potentiation above about 30%; note: 0% is about no effect
Numbers without * were called inactive; ? = inconclusive; · = no result given. An excerpt; rates above refer to the full screens.

#1 CCc1ccc(CN(C)C(=O)C2CCC(=O)N(CC3CCCCC3)C2)cc1 (stereo not given)
#2 CCc1cc(C(=O)NC(C)c2ccccc2)no1 (stereo not given)
#3 Cc1nc2sc(C(c3ccc(Cl)cc3)N3CCN(c4ccccc4F)CC3)c(O)n2n1 (stereo not given)
#4 Cc1ccc(-c2csc(N(CCCN3CCOCC3)C(=O)c3ccco3)n2)cc1
#5 COc1ccccc1-n1cnnc1SCC(=O)Nc1cccnc1Cl
#6 CCN1CCN(Cc2c(O)ccc3c2O/C(=C\C=C\c2ccccc2)C3=O)CC1

Assay by compound	1	2	3	4	5	6
RXFP1 antag	-8	4	-11	-8	13	-2
D2 antagonist	·	·	7	·	-7	7
D2 ag	·	-0.7	-0.2	·	0.4	0.1
D1 antag	15	3	6	-6	-5	-20
TRHR PAM	0	-5	0	3	6	11
D1 agonist	1	-2	1	7	2	-3
RXFP1 agonist	1.0%	-0.4%	0.4%	3.5%	0.4%	1.6%
D2 potentiator	·	0	7	·	11	10
D1 potentiator	-2	0	-3	-2	2	-6

#7 COc1ccc(NC(=O)c2cc3cc(C)ccc3n2C)cc1
#8 O=C(c1ccc2c3c(cccc13)C(=O)N(O)C2=O)N1CCCCC1
#9 Cc1ccccc1N1C(=O)C2ON(c3ccccc3)C(c3ccco3)C2C1=O (stereo not given)
#10 COc1cccc(-c2cnc(NCc3ccccc3Cl)n2C)c1
#11 CCC(c1nnnn1Cc1ccco1)N(CCN1CCOCC1)Cc1cc2cc(C)ccc2[nH]c1=O (stereo not given)
#12 Cc1cccc(NS(=O)(=O)c2ccc3[nH]c(=O)cc(C(=O)OC(C)C(=O)Nc4ccc([N+](=O)[O-])cc4)c3c2)c1 (stereo not given)

Assay by compound	7	8	9	10	11	12
RXFP1 antag	-2	5	3	·	-6	2
D2 antagonist	·	-6	-17	·	-20	-21
D2 ag	·	0.2	-1.7	-0.4	-1.3	-0.3
D1 antag	7	-1	13	15	12	-6
TRHR PAM	4	-7	2	-7	-3	-3
D1 agonist	-1	2	2	11	2	2
RXFP1 agonist	5.8%	1.4%	-1.1%	22%	0.0%	-0.6%
D2 potentiator	10	9	-8	-26	5	2
D1 potentiator	0	6	1	-4	1	0

#13 COc1ccccc1N1CCN(c2ccc(-c3ccccc3)nn2)CC1
#14 CC(C)(O)C#Cc1ccc(C(=O)N2CCN(c3ccc(Cl)cc3)CC2)cc1
#15 COc1ccc(C2Nc3ccccc3C(=O)N2Cc2ccco2)cc1COc1ccccc1F (stereo not given)
#16 O=C(CSc1nnc(C2COc3ccccc3O2)o1)N1CCCc2ccccc21 (stereo not given)
#17 O=C(C1CC1)N1CCc2cc(Br)cc(S(=O)(=O)N3CCN(c4ccccn4)CC3)c21
#18 COc1cc(/C=C2/SC(=S)N(Cc3ccccc3)C2=O)cc(OC)c1O

Assay by compound	13	14	15	16	17	18
RXFP1 antag	-10	-23	-25	-5	-9	-25
D2 antagonist	-5	6	10	-7	46*	-6
D2 ag	0.7	0.1	-0.5	0.6	1.4	13
D1 antag	4	-14	-20	3	-15	-1
TRHR PAM	17	-1	2	3	0	2
D1 agonist	0	2	3	0	7	62*
RXFP1 agonist	0.1%	-0.3%	-0.5%	-2.5%	-1.1%	5.0%
D2 potentiator	9	·	1	·	-1	11
D1 potentiator	-1	-3	-4	2	-9	1

Filtered by structure, the entries above with a halogen (six)
#3 Cc1nc2sc(C(c3ccc(Cl)cc3)N3CCN(c4ccccc4F)CC3)c(O)n2n1 (stereo not given)
#5 COc1ccccc1-n1cnnc1SCC(=O)Nc1cccnc1Cl
#10 COc1cccc(-c2cnc(NCc3ccccc3Cl)n2C)c1
#14 CC(C)(O)C#Cc1ccc(C(=O)N2CCN(c3ccc(Cl)cc3)CC2)cc1
#15 COc1ccc(C2Nc3ccccc3C(=O)N2Cc2ccco2)cc1COc1ccccc1F (stereo not given)
#17 O=C(C1CC1)N1CCc2cc(Br)cc(S(=O)(=O)N3CCN(c4ccccn4)CC3)c21

Assay by compound	3	5	10	14	15	17
RXFP1 antag	-11	13	·	-23	-25	-9
D2 antagonist	7	-7	·	6	10	46*
D2 ag	-0.2	0.4	-0.4	0.1	-0.5	1.4
D1 antag	6	-5	15	-14	-20	-15
TRHR PAM	0	6	-7	-1	2	0
D1 agonist	1	2	11	2	3	7
RXFP1 agonist	0.4%	0.4%	22%	-0.3%	-0.5%	-1.1%
D2 potentiator	7	11	-26	·	1	-1
D1 potentiator	-3	2	-4	-3	-4	-9

Next part:
#19 O=C(O)CCc1nn2cnc3sc4c(c3c2nc1=O)CCCC4
#20 COc1ccc(C(=O)NCc2ccc(F)cc2)cc1S(=O)(=O)N1CCCC1
#21 CCOC(=O)c1ccc(NC(=O)C2CC(=O)Nc3nc4ccccc4n32)cc1 (stereo not given)
#22 COc1ccc(-c2csc3ncnc(NCCN4CCOCC4)c23)cc1
#23 COc1ccccc1NC(=O)Nc1nc(CC(=O)Nc2ccc(N(C)C)cc2)cs1
#24 N#CC1=C(N)C(C#N)(C#N)C(c2cccnc2)C2CC(c3ccccc3)CC=C12 (stereo not given)

Assay by compound	19	20	21	22	23	24
RXFP1 antag	-3	-3	-6	-6	-3	-16
D2 antagonist	-7	3	-12	-4	17	21
D2 ag	1.0	0.1	1.3	0.4	-0.3	0.5
D1 antag	0	1	2	-3	12	-9
TRHR PAM	-4	-4	7	2	-8	1
D1 agonist	2	0	4	0	1	3
RXFP1 agonist	13%	-0.6%	1.0%	0.3%	-1.0%	-3.3%
D2 potentiator	-2	-9	1	1	3	8
D1 potentiator	-1	3	-1	-4	0	-2

#25 Cc1c(C(=O)N2CCCCCC2)c(S(=O)(=O)NCc2ccccc2)c(C)n1C
#26 CN(C(=O)COC(=O)c1ccccc1Nc1ccccc1)c1c(N)n(Cc2ccccc2)c(=O)[nH]c1=O
#27 CCOC(=O)CN(C(=O)CSc1nnc(COc2ccc(OC)cc2)n1C)c1ccccc1
#28 COc1ccc(-c2cc(-c3cccs3)nc(OC)c2C#N)cc1OC
#29 O=C(CSc1ncnc2ccccc12)c1ccc2c(c1)OCCO2
#30 COc1ccc2nc(N/C(N)=N/C(=S)Nc3cccc(C)c3)nc(C)c2c1

Assay by compound	25	26	27	28	29	30
RXFP1 antag	-9	-2	7	0	-18	-19
D2 antagonist	·	19	2	-10	·	9
D2 ag	1.2	0.1	0.2	0.3	·	-0.2
D1 antag	8	-20	-46*	4	-15	15
TRHR PAM	-3	2	3	-7	-13	-1
D1 agonist	0	4	-1	7	19	-1
RXFP1 agonist	0.5%	0.2%	0.8%	10%	-0.2%	2.5%
D2 potentiator	-5	0	3	8	·	-10
D1 potentiator	-3	-4	-3	9	-3	-4

#31 O=C(COc1ccc(S(=O)(=O)Nc2ccccc2)cc1)NCc1ccncc1
#32 CCOc1cc(CNC2CCCC2)cc(Cl)c1OCc1ccc(F)cc1
#33 N#CCC(=O)NNC(=S)NC(=O)C(c1ccccc1)c1ccccc1
#34 CCOC(=O)C1=C(CC)Nc2ccccc2N=C1NC(=O)Cn1cnc2ccccc2c1=O
#35 Cc1ccccc1C(=O)NC1CCN(C(=O)N(c2ccccc2)c2ccccc2)CC1
#36 COC(=O)c1ccc(-n2nnnc2SCc2ccccc2OC)cc1

Assay by compound	31	32	33	34	35	36
RXFP1 antag	-2	?	?	-1	4	-3
D2 antagonist	-8	2	3	-2	3	-4
D2 ag	-0.1	0.5	0.5	-0.2	0.2	1.4
D1 antag	·	-7	-18	-5	4	-25
TRHR PAM	-4	24	-5	-2	7	4
D1 agonist	-1	102*	-1	-2	-1	15
RXFP1 agonist	1.3%	0.5%	1.1%	1.1%	0.2%	-0.4%
D2 potentiator	0	10	2	4	-32	-8
D1 potentiator	0	42*	-2	-6	1	8

#37 N#CCSc1nc(-c2ccccc2)nc2ccc(F)cc12
#38 O=C(CSC1=NS(=O)(=O)c2ccccc2N1)Nc1ccc(F)cc1
#39 CSCC[C@@H](C(=O)NCc1cccs1)N1Cc2ccccc2C1=O
#40 CC(C)c1c(C(=O)N/N=C/c2ccc(OCc3ccc(F)cc3)cc2)nnn1-c1nonc1N
#41 CN(Cc1ccccc1)C(=O)CCC1CCN(S(=O)(=O)N(C)C)CC1
#42 CC(C)c1nc2sc3c(c2c(=O)[nH]1)CC(C)(C)OC3

Assay by compound	37	38	39	40	41	42
RXFP1 antag	0	-12	1	-29	4	3
D2 antagonist	-9	1	·	-7	8	-3
D2 ag	0.3	·	·	0.5	0.4	0.3
D1 antag	3	5	-11	22	-4	-8
TRHR PAM	-5	-1	4	15	-7	5
D1 agonist	3	-1	-1	3	3	2
RXFP1 agonist	?	-1.1%	2.7%	1.9%	0.7%	2.3%
D2 potentiator	-6	8	·	5	-11	2
D1 potentiator	-1	-4	-4	4	-2	-1

#43 O=Cc1ccccc1-c1cn(CN2C(=O)c3ccccc3C2=O)nn1
#44 CC(C)OCCCNC(=O)C(NS(=O)(=O)c1ccc2c(c1)c(=O)n(C)c(=O)n2C)c1ccccc1 (stereo not given)
#45 O=C(Cc1cccs1)N1CCCC(c2nc3c(nnn3Cc3ccccc3Cl)c(=O)[nH]2)C1 (stereo not given)
#46 O=C(CN1CSCC1=O)N1CCN(S(=O)(=O)c2cccc(F)c2)CC1
#47 COc1ccc(Cc2n[nH]c(=S)n2NC(=O)Nc2ccc(Cl)c(Cl)c2)cc1
#48 Cc1ccc(S(=O)(=O)N(CC(=O)NCCC2=CCCCC2)Cc2ccccc2)cc1

Assay by compound	43	44	45	46	47	48
RXFP1 antag	·	·	-19	11	-24	-4
D2 antagonist	3	-15	18	-2	21	-11
D2 ag	-0.3	0.5	0.2	0.5	-0.4	0.4
D1 antag	6	-44*	10	-10	1	2
TRHR PAM	3	19	-2	-2	-1	-5
D1 agonist	-1	0	1	1	4	16
RXFP1 agonist	8.2%	7.2%	3.4%	0.8%	0.0%	3.4%
D2 potentiator	5	12	2	-8	1	12
D1 potentiator	3	-1	2	8	1	-6

Screening data deposited in PubChem by National Center for Advancing Translational Sciences (NCATS).
